NR2E3 ag-1 = activates human NR2E3 receptor | Q9Y5X4 | CHO-S Gal4-NCOR/VP16-NR2E3 two-hybrid, luciferase | inhibition of corepressor binding, % at 3.98 µM | 0.35% of 360,000 active | AID 602229;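 active = inhibition above the mean of all tested compounds plus 3 SD, cut at about 70% in these data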;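 note: 0% = DMSO with NR2E3 transfected cells and 100% = cells lacking NR2E3 construct; higher means lower luciferase signal from less NR2E3 corepressor binding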
Shn3 3UTR inh = inhibitors of Schnurri-3 3'UTR reporter in osteoblasts; AID 588674; 0.52% of 360,000 active; inhibition, % at 12.5 µM; Clone20 osteoblast Shn3 3'UTR firefly luciferase, 24 h;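 active = mean inhibition of at least 75% with every replicate also reaching 75%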;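 note: 0% = median of neutral control wells and 100% = pilot-screen positive control compound; some compounds past the cut are filed as inactive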
MITF TRPM1 inh = inhibitors of MITF-driven TRPM1 promoter in melanoma cells. AID 488899. inhibition, % at 12.5 µM. 0.83% of 330,000 active. SK-MEL-5 TRPM1 promoter luciferase, 24 h;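 active = mean inhibition across replicates of 60% or more, whatever share of single replicates reaches that level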; note: values of inactives mirror those of a sister screen read the other way
NR2E3 ag-2 = NR2E3 (human) agonism. Q9Y5X4. inhibition of corepressor binding, % at 4.78 µM. GST-NR2E3/biotin-RetCOR TR-FRET, 1536-well. 0.12% of 320,000 active. AID 2300;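 active = percent inhibition above the cutoff of mean plus 3 SD of all tested compounds, set per screening campaign, cut at about 20% in these data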;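 note: 0% = DMSO wells and 100% = biotin wells as full block of FRET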
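Assay system: NR2E3–RetCOR corepressor complex. Quantity: 1.35 nM GST-NR2E3. Buffer or medium: pH 7.5 Tris-based buffer. Reagent: biotinylated RetCOR corepressor at 7 nM final. Schedule: 5 h at 4 °C. Detection: TR-FRET, emission read at 617 and 671 nm. Replicates: one well per compound, singlicate testing.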
The depositor's hits bear a star. This is a subset (hit frequency here may not be typical).

(1) Cc1nn(Cc2ccccc2)c2c1C(c1ccncc1)C(C#N)=C(N)O2 (stereo unspecified)
(2) COc1ccc2c(c1OC)C(=O)N1N=C(c3ccc(F)cc3)CC21 (stereo unspecified)
(3) COC(=O)c1ccc(CSc2nc3ccc(Cl)cc3[nH]2)o1
(4) C[C@@]12C(=O)N(CCO)CC(=O)N1[C@H](/C=C/c1ccccc1)[C@@H]1C(=O)N(c3ccccc3)C(=O)[C@@H]12
(5) CCCCP(=O)(CCCC)c1ccccc1C(=O)O
(6) O=C1NC(c2ccncc2)Nc2ccccc21 (stereo unspecified)

| assay / compound | 1 | 2 | 3 | 4 | 5 | 6 |
| --- | --- | --- | --- | --- | --- | --- |
| NR2E3 ag-1 | -14.8 | 4.2 | 19.0 | -8.7 | -34.7 | -27.3 |
| Shn3 3UTR inh | 5.2 | 0.3 | 15.6 | 3.3 | 17.5 | -18.2 |
| MITF TRPM1 inh | 8.7 | -22.6 | 1.9 | -4.0 | 9.7 | -16.8 |
| NR2E3 ag-2 | -3.0 | 4.0 | -1.7 | -5.1 | 1.9 | 2.6 |

Ordered by molar mass (descending): some entries from above
(1) Cc1nn(Cc2ccccc2)c2c1C(c1ccncc1)C(C#N)=C(N)O2 (stereo unspecified)
(2) COc1ccc2c(c1OC)C(=O)N1N=C(c3ccc(F)cc3)CC21 (stereo unspecified)
(6) O=C1NC(c2ccncc2)Nc2ccccc21 (stereo unspecified)

| assay / compound | 1 | 2 | 6 |
| --- | --- | --- | --- |
| NR2E3 ag-1 | -14.8 | 4.2 | -27.3 |
| Shn3 3UTR inh | 5.2 | 0.3 | -18.2 |
| MITF TRPM1 inh | 8.7 | -22.6 | -16.8 |
| NR2E3 ag-2 | -3.0 | 4.0 | 2.6 |

Two compounds picked at random from those above:
(1) Cc1nn(Cc2ccccc2)c2c1C(c1ccncc1)C(C#N)=C(N)O2 (stereo unspecified)
(2) COc1ccc2c(c1OC)C(=O)N1N=C(c3ccc(F)cc3)CC21 (stereo unspecified)

| assay / compound | 1 | 2 |
| --- | --- | --- |
| NR2E3 ag-1 | -14.8 | 4.2 |
| Shn3 3UTR inh | 5.2 | 0.3 |
| MITF TRPM1 inh | 8.7 | -22.6 |
| NR2E3 ag-2 | -3.0 | 4.0 |

Source: PubChem (several laboratories)
